Screening results from PubChem.
TrxR1 substrate: rat thioredoxin reductase 1 substrate activity; O89049; purified TrxR1 substrate turnover, NADPH consumption readout; Potency, µM (doses to about 114 µM), without a hit: at the highest dose activity change, negative = substrate turnover; 0.01% of 390,000 active; AID 588456; further: potency means the concentration at half of the fitted maximal effect; on the % scale 0 is the no-effect control and ±100 the full control effect; nearly all actives have a fitted effect of over 50% in size
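Rat TrxR1, dispensed at 90 nM, was prereduced with 400 uM NADPH (final) for 5 min at ~22 deg C, then incubated with compound 15 min before 400 uM selenite. A first-read NADPH fluorescence drop versus no-compound background flagged substrates.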
mIDH1 inhibitor: inhibitors of human mutant IDH1 R132H; O75874; IDH1-R132H enzyme, NADPH consumption, diaphorase/resazurin fluorescence; Potency, µM (titrated, usually from 76.6 µM), without a hit: at the highest dose activity change, negative = inhibition, most hits filed as inhibitors; 0.093% of 390,000 active; further: potency means the concentration at half of the fitted maximal effect; on the % scale 0 is the no-effect control and ±100 the full control effect; nearly all actives have a fitted effect of over 65% in size
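IDH1-R132H (0.5 ug/mL dispensed) in pH 7.5 Tris buffer was preincubated 30 min with compound, then given a substrate mix of 0.016 mM NADPH and 2 mM alpha-KG for 80 min at room temperature; remaining NADPH was read by diaphorase/resazurin fluorescence.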
D2 ag: agonists of human D2 dopamine receptor. P14416. HEK293 T-REx D2 cells, calcium flux agonist mode. activation, % at 2 µM. 0.53% of 340,000 active;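 active means activation over 3 SD above normal in the single-dose calcium agonist read, cut at about 30% in these data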; further: 0% is about no effect
Target sequence (P14416 whole entry, looked up): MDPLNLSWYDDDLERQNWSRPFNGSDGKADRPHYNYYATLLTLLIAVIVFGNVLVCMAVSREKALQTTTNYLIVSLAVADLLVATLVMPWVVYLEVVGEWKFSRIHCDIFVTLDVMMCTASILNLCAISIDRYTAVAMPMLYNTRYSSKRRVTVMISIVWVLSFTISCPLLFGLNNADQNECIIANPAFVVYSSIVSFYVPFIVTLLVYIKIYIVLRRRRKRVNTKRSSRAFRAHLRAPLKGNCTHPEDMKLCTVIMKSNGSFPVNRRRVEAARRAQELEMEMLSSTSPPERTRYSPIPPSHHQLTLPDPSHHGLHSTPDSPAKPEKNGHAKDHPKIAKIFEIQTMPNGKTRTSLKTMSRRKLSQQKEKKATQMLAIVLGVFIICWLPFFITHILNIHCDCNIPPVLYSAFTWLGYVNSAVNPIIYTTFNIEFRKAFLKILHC
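Tetracycline-induced HEK293 Trex cells with D2 receptor force-coupled to calcium signaling, plated overnight at 30 C and loaded with no-wash calcium dye. Calcium flux read kinetically for 180 s after compound addition; responses flag agonists.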
D2 antagonist: D2 dopamine receptor (human) antagonism | P14416 | HEK293 TREx D2 cells, calcium flux, dopamine EC80 | inhibition, % at 10 µM | 2% of 340,000 active | AID 485344; in the data active means inhibition above about 30%; further: 0% is about no effect
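Compounds are added to dye-loaded, induced HEK293 T-REx cells coupled to calcium release via D2; after a 3 min kinetic read an EC80 dopamine stimulus is given and fluorescence is recorded for 3 more min.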
PI4K2A block: PI4K2A (human) kinase inhibition; purified PI4K2A, ADP-Glo luminescence, 1 h; stronger effect = lower value; activity change, negative = inhibition, % at 76.9 µM; 0.13% of 420,000 active; AID 1346378; in the data active means activity change below about -50%; inconclusive means mostly about -30% to -49%;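 further: -100% = wells without enzyme as full effect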
Target sequence (Q9BTU6 whole entry, looked up): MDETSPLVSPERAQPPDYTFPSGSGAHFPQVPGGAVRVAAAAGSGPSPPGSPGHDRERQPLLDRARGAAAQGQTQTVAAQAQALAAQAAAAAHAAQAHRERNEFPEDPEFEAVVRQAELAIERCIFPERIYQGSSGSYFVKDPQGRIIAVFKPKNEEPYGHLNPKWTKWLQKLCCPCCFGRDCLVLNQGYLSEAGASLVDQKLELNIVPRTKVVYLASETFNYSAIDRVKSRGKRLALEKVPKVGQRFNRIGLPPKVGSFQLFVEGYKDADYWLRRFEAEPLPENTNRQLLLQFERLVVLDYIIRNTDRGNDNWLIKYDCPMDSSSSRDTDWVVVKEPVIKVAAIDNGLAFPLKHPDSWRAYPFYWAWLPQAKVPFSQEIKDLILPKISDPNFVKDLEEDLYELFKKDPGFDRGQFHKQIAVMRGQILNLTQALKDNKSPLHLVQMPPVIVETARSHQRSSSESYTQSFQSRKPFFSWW
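In this quantitative HTS, ADP production by PI4K2A was quantified luminescently after 1 h at ambient temperature; 100 microM adenosine served as plate-quality control.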
TRHR enhancer: TRH receptor (human) allosteric enhancement. enhancement, % at 2 µM. 0.66% of 360,000 active. P34981. TRHR cells, fluo-8 calcium fluorescence, EC20 TRH enhancement; in the data active means enhancement above about 30%; further: 0% is about no effect
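TRHR-expressing cells loaded with fluo-8 calcium dye were read kinetically (ex 480/em 530) during compound addition, then stimulated with an EC20 of TRH (10 nM final). Enhancement of the Gq-mediated intracellular calcium response was scored.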
TRHR ag: agonists of human TRH receptor; 0.18% of 360,000 active; P34981; activation, % at 2 µM; TRHR cells, calcium flux fluo-8, FDSS agonist mode; in the data active means activation above about 30%; further: 0% is about no effect
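TRHR-expressing cells, plated overnight in medium with 10% serum, were loaded with fluo-8 calcium dye at room temperature. After a 10 s baseline, library compound was pin-added and calcium release was recorded kinetically (ex 480/em 530) as agonist response.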
rTrxR1 inhibitor: blocks rat thioredoxin reductase 1 | O89049 | recombinant rTrxR1, NADPH fluorescence consumption, selenite substrate | 1% of 390,000 active | Potency, µM (top dose mostly 114 µM), for the others: at the top dose activity change, negative = inhibition, most hits filed as inhibitors; further: potency means the concentration at half of the fitted maximal effect; on the % scale 0 is the no-effect control and ±100 the full control effect; nearly all actives have a fitted effect of over 65% in size
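Rat TrxR1 (90 nM in the dispensed reagent) was pre-reduced with 400 uM NADPH for 5 min at room temperature, then incubated with compound for 15 min. After 400 uM selenite was added, NADPH fluorescence (Ex 340/Em 450 nm) was followed for 8 min.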
USP1-UAF1 inh: inhibitors of human USP1/UAF1 deubiquitinase | Potency, µM (doses to about 57.1 µM), without a hit: at the highest dose activity change, negative = inhibition, most hits filed as inhibitors | O94782 | 0.23% of 390,000 active | recombinant USP1/UAF1, Ub-Rhodamine cleavage fluorescence; further: potency means the concentration at half of the fitted maximal effect; on the % scale 0 is the no-effect control and ±100 the full control effect; nearly all actives have a fitted effect of over 60% in size; inactives centre near -12
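USP1/UAF1 complex at 1 nM was preincubated with compound for 15 min at room temperature, then Ub-Rho substrate (150nM final) was added. Fluorescence (480/540 nm) was read kinetically, 6 reads every 60 seconds.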
* = called active by the depositor; ? = inconclusive; · = not tested or not shown; [ ] = remark or other dose. Unless noted, the call rests on the fitted dose curve; in most records, active means well fitted inhibition curve with a large enough effect; inconclusive means small, poorly fitted or top-dose-only effect; inactive means no such curve, though single readings can be large or run the other way.

SMILES	TrxR1 substrate	mIDH1 inhibitor	D2 ag	D2 antagonist	PI4K2A block	TRHR enhancer	TRHR ag	rTrxR1 inhibitor	USP1-UAF1 inh
CCOC(=O)c1cc2sccc2n1CC(=O)Nc1ccc2c(c1)OCCO2	11%	1%	-0.2	-2	4	1	0.3	22%	-14%
c1ccc(CCNc2nc(-c3ccncc3)cs2)cc1	0%[57.1 µM]	2%	1.3	-1	-2	0	1.1	-2%[57.1 µM]	2%
CCCn1c2ccccc2c2cnn(CC(=O)NCCc3ccccc3)c(=O)c21	-1%[57.1 µM]	-6%	0.2	·	2	-2	-1.0	7%[57.1 µM]	-21%
CCNC(=O)c1ccc2c(c1)C1C3CCC(C3)C1C(c1ccccc1)N2 (configuration not stated)	0%	4%	·	·	-3	-16	0.0	3%	-6%
Cc1ccc2[nH]cc(C(=O)CCl)c2c1	-17%[57.1 µM]	4%	-2.2	22	-10	6	-0.1	-65%	-19%
CC(=O)N1CCN(c2ccccc2NC(=O)Cc2ccc(Cl)cc2)CC1	-14%[57.1 µM]	6%	·	·	4	-2	-0.1	22%[57.1 µM]	-8%
Fc1ccc(Nc2nc3ccccc3c3nncn23)c(Cl)c1	-1%	-11%	0.1	·	-2	12	0.6	2%	-14%
CC(C)(C)C(=O)CSc1ncccn1	-16%	0%	0.2	2	19	-4	0.6	?	-6%
O=C(Nc1ccc(Cl)c(Cl)c1)Nc1nc(-c2ccccc2)cs1	-3%	1%	0.6	-7	6	0	0.3	-6%	-14%
COc1cc(NC(=O)c2cccs2)cc(OC)c1	-3%[2.29 µM]	0%	-0.4	-13	0	-1	-0.5	12%	1%
Cc1ccc(NC(=O)c2ccccc2N2C(=O)C3C4C=CC(C5CC45)C3C2=O)cc1C (configuration not stated)	-17%	6%	-0.2	7	4	-4	-0.4	-15%	-10%
O=C(Cc1noc2ccccc12)Nc1ccc(Cl)cc1	-6%	6%	0.1	13	-1	-3	-0.5	-5%	-16%
N#CCCn1c(-c2nonc2NC(=O)c2ccccc2Cl)nc2ccccc21	17%	0%	1.4	-17	-4	1	0.1	17%	-10%
CCC(C)(C)NC(=O)C(c1cccs1)N(CC1CCCO1)C(=O)Cn1nnc2ccccc21 (configuration not stated)	-1%	0%	-0.6	-3	-10	38*	-0.8	-5%	-10%
O=C(Nc1cccc(N2C(=O)C=CC2=O)c1)c1cccs1	·	·	0.3	9	·	-1	-0.1	·	·
CCN(C1CCCCC1)S(=O)(=O)c1ccc(OC)c(C)c1	6%[57.1 µM]	2%	0.3	-6	5	-14	-0.8	24%[57.1 µM]	-8%
O=C(NC1CCCC1)NS(=O)(=O)c1ccccc1Cl	-10%	3%	0.2	-1	7	-5	0.0	13%[57.1 µM]	-2%
COc1cccc(C(=O)Nc2cccc(-c3ccc4nncn4n3)c2)c1OC	3%	0%	-0.5	-2	-7	4	1.3	3%	-24%
O=P(c1ccccc1)(c1ccccc1)C(c1ccco1)N1CCOCC1 (configuration not stated)	2%	3%	0.5	-4	-8	-8	0.7	3%	-6%
COc1cccc(OCC(O)CN2CCC(CN3C(=O)c4cccc5cccc(c45)C3=O)CC2)c1 (configuration not stated)	1%[57.1 µM]	9%	-0.2	-5	5	0	3.1	-11%[57.1 µM]	-12%
Cc1cc(C)n(CC(O)COc2ccc(C(C)C)c(C)c2)n1 (configuration not stated)	-12%	3%	-4.6	-5	-1	34*	-2.9	21%[57.1 µM]	-14%
CCn1cc(Cl)c(C(=O)Nc2nccs2)n1	2%	0%	0.2	5	-1	-2	0.0	11%	-19%
CCCN1CNC(=S)N(c2cccc(C)c2C)C1	7%[57.1 µM]	-3%	0.4	-29	2	18	0.5	-6%[57.1 µM]	3%
O=C(N/N=C/c1cccnc1)c1ccccc1[N+](=O)[O-]	-3%	-1%	0.9	-4	1	2	0.7	2%	-24%
O=C(CSc1nnnn1Cc1ccccc1)Nc1ccccc1	1%	8%	·	·	-2	-4	0.6	7%	-21%

Other records
SMILES	TrxR1 substrate	mIDH1 inhibitor	D2 ag	D2 antagonist	PI4K2A block	TRHR enhancer	TRHR ag	rTrxR1 inhibitor	USP1-UAF1 inh
CCCCN(C(=O)CCSc1ccc(F)cc1)c1c(N)n(Cc2ccccc2)c(=O)[nH]c1=O	-10%	3%	·	·	6	2	0.9	-5%	2%
O=C(CSc1ccccc1)Nc1ccccc1C(=O)N1CCCC1	-1%	-1%	-0.1	3	-3	-5	-0.2	26%	-13%
Cc1noc(/C=C/N(C)C)c1S(=O)(=O)N(C)CC(=O)NC1CCCCC1	-18%	2%	0.3	-23	1	16	0.3	-20%	-13%
Cc1ccc(-n2[nH]c(C)c(C=Nc3cc(C)ccn3)c2=O)cc1	-11%	12%	0.1	-4	?	4	0.2	-9%	-10%
O=c1cc(C(O)C[N+](=O)[O-])occ1OCc1ccccc1 (configuration not stated)	-9%	-8%	·	·	-13	·	·	?	-12%
COc1ccc([N+](=O)[O-])cc1NC(=O)COC(=O)c1ccc(O)cc1	0%	-1%	-0.2	10	2	0	-0.2	16%	-4%
CCCN(CC(=O)Nc1ccccc1OC)C(=O)CSC(=S)N1CCCC1	5%	12%	2.1	0	5	-2	-0.2	39%[activator]	-11%
CCN(CC)S(=O)(=O)c1ccc(N=Cc2c(C)c(C#N)c(=O)n(C)c2O)cc1	-4%	11%	-1.7	-7	1	9	-0.1	-14%	-7%
CCOC(=O)N1CCN(C(=O)c2ccc3c(=O)n(CC4CCCO4)c(=S)[nH]c3c2)CC1 (configuration not stated)	-6%	1%	2.8	-1	-2	3	0.1	-28%	-20%
CCC(=O)NC(=S)Nc1ccc(S(=O)(=O)NC(C)=O)cc1	5%[57.1 µM]	0%	-0.3	-5	0	-3	0.2	0%[57.1 µM]	-9%
N#Cc1c(N)n(CCCN2CCOCC2)c2nc3ccccc3nc12	239%[activator][57.1 µM]	5%	0.4	8	4	1	0.0	31%[activator][57.1 µM]	-4%
COc1ccc(C(C)=O)cc1CSc1nnc(-c2ccccc2O)n1-c1ccccc1	10%	3%	-0.6	12	2	0	0.1	9%	-2%
Cc1cccc(-n2cc(CN3CCN(c4ccccn4)CC3)c(-c3cccc(F)c3)n2)c1	8%	12%	20	1	-3	0	-0.6	23%	-20%
O=C(CCN1C(=O)/C(=C\c2ccccc2)SC1=S)NCCCN1CCOCC1	42%[activator]	0%	0.1	-23	-2	4	-0.5	21%	0%
CCCC[C@@H]1C[C@H]1[C@@H](NC(=O)c1ccco1)c1ccccc1C(F)(F)F	-1%[57.1 µM]	-7%	·	·	1	·	·	-10%[57.1 µM]	-11%
O=C(NNC(=S)NC(=O)c1ccc(Br)cc1)c1ccc([N+](=O)[O-])cc1	10%	2%	1.2	18	-10	-7	6.1	15%	-1%
CC(C)(C)c1ccc(/C=C(\C#N)C(=O)NCCN2CCOCC2)cc1	-7%[57.1 µM]	3%	-0.1	-3	1	3	2.2	9%[57.1 µM]	-10%
COc1ccc(CC(=O)OCC(=O)Nc2ccc(Cl)cn2)cc1	-7%	2%	-1.7	14	-9	-1	-1.0	-6%	-2%
O=C(N/N=C/c1ccccn1)c1sc2ccccc2c1Cl	-10%	3%	12	10	1	11	0.1	-9%	-5%
CCCCc1cc(=O)oc2cc(OCC(=O)N3CCC(C(N)=O)CC3)ccc12	41%[activator][57.1 µM]	-7%	0.1	-27	1	-14	-0.4	18%[57.1 µM]	-14%
O=C(N/N=C/c1ccoc1)c1ccc([N+](=O)[O-])cc1	0%	16%	0.8	10	-6	-9	0.1	5%	-13%
CCOc1ccc(Br)cc1S(=O)(=O)Nc1ccc(Cl)c(S(=O)(=O)N(CC)c2ccccc2)c1	1%	-6%	0.4	-14	0	-2	2.9	6%	-18%
N#C/C(=C\c1cccc(Cl)c1)C(=O)c1ccccc1	5%[57.1 µM]	19%	1.1	-10	-7	12	0.6	11µM*	-25%
CCC(C(=O)N(C(C)C)C(C)C)c1ccccc1 (configuration not stated)	4%	5%	-0.4	11	2	3	-0.4	15%	-27%
CC(C)N(Cc1ccccc1)C(=O)Cn1ncc2c([nH]c3ccccc32)c1=O	-2%	0%	-1.1	·	-1	4	0.2	6%	-9%

Part of the list above, with two lines to a compound:
Order of results: TrxR1 substrate, mIDH1 inhibitor, D2 ag, D2 antagonist, PI4K2A block, TRHR enhancer, TRHR ag, rTrxR1 inhibitor, USP1-UAF1 inh
> O=C(N/N=C/c1ccccn1)c1sc2ccccc2c1Cl
→ -10%, 3%, 12, 10, 1, 11, 0.1, -9%, -5%
> CCCCc1cc(=O)oc2cc(OCC(=O)N3CCC(C(N)=O)CC3)ccc12
→ 41%[activator][57.1 µM], -7%, 0.1, -27, 1, -14, -0.4, 18%[57.1 µM], -14%
> O=C(N/N=C/c1ccoc1)c1ccc([N+](=O)[O-])cc1
→ 0%, 16%, 0.8, 10, -6, -9, 0.1, 5%, -13%
> CCOc1ccc(Br)cc1S(=O)(=O)Nc1ccc(Cl)c(S(=O)(=O)N(CC)c2ccccc2)c1
→ 1%, -6%, 0.4, -14, 0, -2, 2.9, 6%, -18%
> N#C/C(=C\c1cccc(Cl)c1)C(=O)c1ccccc1
→ 5%[57.1 µM], 19%, 1.1, -10, -7, 12, 0.6, 11µM*, -25%

Following part.
SMILES	TrxR1 substrate	mIDH1 inhibitor	D2 ag	D2 antagonist	PI4K2A block	TRHR enhancer	TRHR ag	rTrxR1 inhibitor	USP1-UAF1 inh
O=C(Nc1ccc(F)cc1)c1oc2ccccc2c1NC(=O)C12CC3CC(CC(C3)C1)C2	0%	0%	1.0	·	2	2	1.0	14%	-15%
CCOC(=O)N1CCC(NC(=O)c2cccc3c2C(=O)N(c2ccc(OC)cc2)C3)CC1	-4%[57.1 µM]	-3%	0.1	26	-20	2	-0.8	6%[57.1 µM]	-22%
CCCCC(=O)NC(NC(=S)N1CCCCCC1)C(Cl)(Cl)Cl (configuration not stated)	-12%	-5%	-0.5	-8	-3	0	1.3	-16%	-10%
CCOC(=O)c1c(N)c(C#N)c2n1CCCCC2	-13%	6%	-0.1	7	2	3	-0.6	-17%	-11%
CCOC(=O)C1(Cc2cccc(OC)c2)CCCN(C(=O)c2ccccc2C)C1 (configuration not stated)	2%	5%	-0.4	11	1	4	0.9	14%	-4%
CCc1ccc([C@@H]2CC=C(C(=O)O)[C@H](c3ccc(C(C)(C)C)cc3)N2S(=O)(=O)c2ccc(C)cc2)cc1	-2%	-35%	·	·	-7	·	·	2%	?
